TDP1 cell CPT – DT40-hTDP1 cell growth loss with CPT; chicken DT40 Tdp1-/-;hTDP1 cells + 20 nM CPT, ATP luminescence, 48 h; Potency, µM (series often up to 46.2 µM), for the others: at the highest dose activity change, negative = growth inhibition, actives largely listed as inhibitors; hit rate 12% among 420,000; AID 686979; also: nearly all actives have a fitted effect of over 55% in size
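Chicken DT40 Tdp1-/- cells complemented with human TDP1, 400 cells/well, exposed to compounds plus 20 nM camptothecin for at least 48 h at 37 C; viability read as ATP content by CellTiter-Glo luminescence.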
DT40 TDP1 no CPT – qHTS for Inhibitors of human tyrosyl-DNA phosphodiesterase 1 (TDP1): qHTS in cells in absence of CPT; DT40 Tdp1-/- hTDP1 cells, no CPT, ATP luminescence, 48 h; AID 686978, 2013; hit rate 15% among 420,000; Potency, µM (highest dose often 46.2 µM), inactives show at the highest dose activity change, negative = growth inhibition, most hits filed as inhibitors; also: nearly all actives have a fitted effect of over 55% in size
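Chicken DT40 Tdp1-/- cells complemented with human TDP1, screened without camptothecin (DMSO vehicle only), 400 cells/well. Compounds pin-transferred, cells incubated at 37 °C for at least 48 hr. Growth read as ATP-dependent luminescence (CellTiter-Glo, 30 min at RT).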
KAT2A inh – inhibitors of human GCN5L2 histone acetyltransferase; Q92830; GCN5L2 HAT assay, ThioGlo1 CoA-SH fluorescence; Potency, µM (titrated, usually from 58.9 µM), for inactives: at the highest dose activity change, negative = inhibition, hits mostly inhibitors; hit rate 0.21% among 390,000; AID 504327
Target sequence (Q92830 whole entry, looked up): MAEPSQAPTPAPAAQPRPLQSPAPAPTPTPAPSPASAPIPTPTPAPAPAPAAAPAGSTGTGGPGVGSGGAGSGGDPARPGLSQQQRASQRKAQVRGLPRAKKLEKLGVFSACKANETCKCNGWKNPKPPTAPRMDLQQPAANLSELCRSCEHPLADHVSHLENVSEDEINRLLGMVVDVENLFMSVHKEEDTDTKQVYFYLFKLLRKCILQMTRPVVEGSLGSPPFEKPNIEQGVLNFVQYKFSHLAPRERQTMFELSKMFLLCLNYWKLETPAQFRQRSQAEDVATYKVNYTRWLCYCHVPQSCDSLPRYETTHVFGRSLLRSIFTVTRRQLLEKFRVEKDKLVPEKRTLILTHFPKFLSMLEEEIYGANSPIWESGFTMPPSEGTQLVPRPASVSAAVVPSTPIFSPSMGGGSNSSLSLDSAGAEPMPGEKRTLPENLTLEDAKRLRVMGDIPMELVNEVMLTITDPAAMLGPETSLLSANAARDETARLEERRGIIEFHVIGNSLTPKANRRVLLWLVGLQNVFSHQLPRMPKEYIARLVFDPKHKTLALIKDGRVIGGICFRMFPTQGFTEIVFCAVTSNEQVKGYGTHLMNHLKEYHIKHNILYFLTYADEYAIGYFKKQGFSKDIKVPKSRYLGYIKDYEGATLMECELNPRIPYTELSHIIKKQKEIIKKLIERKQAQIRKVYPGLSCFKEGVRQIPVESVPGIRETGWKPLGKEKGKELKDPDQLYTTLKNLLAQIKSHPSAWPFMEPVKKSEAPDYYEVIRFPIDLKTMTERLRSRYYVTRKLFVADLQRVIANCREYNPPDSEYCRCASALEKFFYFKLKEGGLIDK
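Preincubate 20nM GCN5L2 with compound 15 min, RT → add 50uM ThioGlo1 + 75uM H3(1-25) + 70uM acetyl-CoA → read fluorescence 0 and 20 min. Primary qHTS; fluorescent artifacts likely.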
Starred values were filed as active, the others as inactive; ? = inconclusive; . = no result given; [ ] = dose if it differs, or a comment. Calls follow the shape of the dose curve; as a rule, active = well fitted curve in the direction sought with a large enough effect; inconclusive = small, poorly fitted or top-dose-only effect, or another doubt; inactive = no such curve, though single readings can be large; an effect the other way counts as inactive or inconclusive. % is scaled to controls: 0 for no effect and ±100 for the full control effect; potency is read from the fitted curve at half-maximal effect. Not all compounds are listed; the hit share may differ from the screen's.

no.	Molecule	TDP1 cell CPT	DT40 TDP1 no CPT	KAT2A inh
1	CCCc1cc(C(=O)Nc2ccc(CC)cc2)no1	2%	7%	-5%
2	O=S(=O)(Nc1cccc(-c2ccc(N3CCOCC3)nn2)c1)c1ccc(Cl)c(Cl)c1	-3%	-20%	-12%
3	CCC(=O)Nc1ccc(OCc2nnc3c4ccccc4c(C)nn23)cc1	2%	-12%	-9%
4	Cc1cc(C)c(C(=O)N(C)CC2CCCN(CCc3ccccc3F)C2)o1 (centres undefined)	-6%	-28%	-29%
5	O=C(O)c1ccc(-c2ccc(/C=c3/sc4nc5ccccc5n4c3=O)o2)cc1Cl	-1%	?	-17%
6	OC(c1ccccc1)(c1ccccc1)c1ncc[nH]1	1%	1%	-5%
7	CCCCC/C=C/C1=CC(=O)C[C@H](c2ccc(OC)c(OC)c2)C1	21µM*	10µM*	-26%
8	COc1ccccc1NC(=O)c1ccc2c(c1)C(=O)N(c1ccccc1OC)C2=O	1%	4%	1%
9	CC(NS(=O)(=O)c1ccc(Br)cc1)C(=O)NC1CCCCCC1 (centres undefined)	-28%	-8%	-5%
10	Cc1ccc(C)c(-c2csc(N/N=C/c3ccco3)n2)c1	3%	?	-7%
11	Clc1ccc(Br)c(-c2nc3ccccc3[nH]2)c1	1%	-3%	.
12	CC1(C)Cc2ccccc2C(COc2ccccc2)=N1	?	?	-17%
13	C[N+](C)(C)CCNC(=O)c1c(O)c2c([nH]c1=O)CCCC2	-2%	-16%	-9%
14	CC(=O)N(CCc1ccccc1)Cc1cc2ccc(C)c(C)c2[nH]c1=O	-20%	-19%	-6%
15	C/C(CS(=O)(=O)c1ccc(Cl)c(Cl)c1)=N/NC(N)=S	18µM*	5.8µM*	8%
16	NNC(=O)c1sc2cc(C(F)(F)F)cnc2c1-c1ccccn1	3%	-1%	-2%
17	CC(=O)Nc1c(NC(C)(C)C)c2ccccc2oc1=O	5%	11%	?
18	CN(CCNC(=O)c1ccc(N2CCCC2=O)cc1)CCc1ccccc1	-5%	-8%	-3%
19	CC(C)(C)NC(=O)CN1CCN(C(=O)CCl)CC1	23µM*	21µM*	-6%
20	COc1cc(CNCCCN2CCOCC2)cc(Br)c1OCC(=O)N1CCCCC1	?	-3%	2%
21	COc1ccc(/C=C/C(=O)OCC(=O)Nc2nnc(-c3ccccc3)o2)c(OC)c1	-2%	-8%	.
22	O=C1CC(Sc2ncn[nH]2)C(=O)N1c1ccccc1 (centres undefined)	8.2µM*	12µM*	2%
23	CCOC(=O)C1(C)CCCN1C(=O)c1ccc(Cl)nc1 (centres undefined)	0%	11%	.
24	COc1ccc(OCc2nnc(SCC(=O)Nc3ccccc3Cl)o2)cc1	13%	1%	2%
25	CCCC(=O)N1CCOCC1c1cc(C(=O)NCc2ccccc2)no1 (centres undefined)	-1%	8%	.

Additional structures:
no.	Molecule	TDP1 cell CPT	DT40 TDP1 no CPT	KAT2A inh
26	CSC(=NCc1cccnc1)NS(=O)(=O)c1cccs1	-25%	-2%	-1%
27	Cc1cc(Sc2nccn2C)ncc1[N+](=O)[O-]	-4%	-16%	-4%
28	O=[N+]([O-])c1cccnc1Oc1ccc(C2SCCS2)cc1	-15%	-26%	-21%
29	O=C(Nc1ccccc1)c1cccc(S(=O)(=O)N2CCCCC2)c1	-26%	8%	-15%
30	COc1ccc(N2CC(C(=O)Nc3ccc(S(=O)(=O)Nc4nccs4)cc3)CC2=O)c(OC)c1 (centres undefined)	16%	-17%	-12%
31	COc1cc(C=NNC(=O)Cn2nc(C)cc2C)ccc1OC(=O)C1CC1	12%	24%	-4%
32	CCCCCc1c(O)nc(SCCN(C)C)[nH]c1=O	4%	24%	-1%
33	COc1ccc(C)cc1NC(=O)CSc1nnc(-c2cc3cccc(OC)c3o2)n1N	?	16µM*	.
34	CCC(C)(C)C(=O)Nc1ncc(S(=O)(=O)c2ccc([N+](=O)[O-])cc2)s1	?	?	-6%
35	CCN(CC(=O)Nc1cc(C)c(Cl)cc1OC)CC(=O)NC1CCS(=O)(=O)C1 (centres undefined)	-5%	-19%	2%
36	CCS(=O)(=O)c1nc(S(=O)(=O)c2ccc(Cl)cc2)c(N2CCCC2)s1	?	?	1%
37	Cc1ccc(NC(=O)Cn2cc(S(=O)(=O)N3CCC(C)CC3)c3ccccc3c2=O)c(Br)c1	-22%	-23%	-12%
38	CC(C)(C)NC(=O)C(=O)NN=C1CCCCCC1	2%	0%	-10%
39	CCN1CCN(S(=O)(=O)c2ccc(OC)c(NC(=O)c3ccccc3F)c2)CC1	?	?	3%
40	O=C(Nc1ccc(CN2CCOCC2)cc1)c1cc2ccccc2o1	?	?	-5%
41	CCOc1ccc(NC(=O)CSc2nc(NS(=O)(=O)c3ccc(C)cc3)cc(=O)[nH]2)cc1	-4%	?	-16%
42	COC(=O)c1ccc2nc(-c3ccco3)c(Cc3ccccc3C(F)(F)F)n2c1	?	?	.
43	COC(=O)COc1ccc(Oc2nc(NC(C)(C)C)nc(N(C)C)n2)nn1	1%	-28%	0%
44	O=C(Nc1ccc(Nc2ccccc2)cc1)c1ccc(Cl)cc1	18µM*	13µM*	.
45	CC(=O)Oc1ccc2oc(=O)c3c(c2c1)CCCN3C(=O)CN1CCOCC1	-13%	-2%	-12%
46	O=C(Cc1cccs1)NCc1ccccc1Br	-32%	-8%	-18%
47	Cc1ccc(S(=O)(=O)NCc2ccc(C(=O)NCCc3ccc(S(N)(=O)=O)cc3)cc2)cc1	25%	-16%	-7%
48	CC(=O)c1ccc(N2CCN(C(=S)Nc3cccc(Cl)c3)CC2)cc1	-14%	?	-5%
49	CCN1C(=O)c2ccccc2S(=O)(=O)c2ccc(C(=O)NCc3ccc(C)cc3)cc21	?	?	-2%
50	CCOC(=O)C1=C(COC(=O)/C=C/c2cccc([N+](=O)[O-])c2)NC(=O)NC1C (centres undefined)	-12%	-12%	2%

Following part
no.	Molecule	TDP1 cell CPT	DT40 TDP1 no CPT	KAT2A inh
51	Cn1ncc(Cl)c1C(=O)N1CCN(C23CC4CC(CC(C4)C2)C3)CC1	?	?	-3%
52	O=C(CN1CCC(C(=O)c2ccc3c(c2)OCCO3)CC1)Nc1ccccc1C(F)(F)F	?	?	-10%
53	Cc1cccc(NC(=O)Cn2cc(C(=O)C3CC3)c3ccccc32)c1C	-1%	-8%	-1%
54	CC(=O)c1c(C)[nH]c(C(=O)CN2C(=O)NC(C)(c3ccc4c(c3)OCCO4)C2=O)c1C (centres undefined)	-25%	?	-2%
55	Brc1ccc(-c2nnc3n2C2(CCCC2)Cc2ccccc2-3)o1	?	?	1%
56	CCOC(=O)C1CN(S(=O)(=O)c2ccc(C)cc2)c2cc(S(=O)(=O)CC)ccc2O1 (centres undefined)	-3%	-3%	-5%
57	COCCn1c(=O)[nH]c2cc(C(=O)N3CCN(Cc4ccc5c(c4)OCO5)CC3)ccc2c1=O	-30%	-2%	.
58	COc1ccc(NC(=O)NN2CCN(C)CC2)c(OC)c1	2%	22%	-2%
59	CN(C)S(=O)(=O)N1CCc2ccccc21	-3%	5%	-7%
60	CCC(COC)NC(=O)c1cnn(-c2ncc3c(n2)-c2ccccc2CC3)c1C (centres undefined)	-3%[9.04 µM]	?	.
61	CCCC(=O)Nc1cc2c3c(c1)C(C)C(=O)N3CCC2 (centres undefined)	6%	0%	-5%
62	O=C(CCNc1n[nH]c(=O)[nH]c1=O)N/N=C\c1ccc(Br)cc1	1%	1%	-5%
63	Cc1nn(C)cc1N1C(=O)c2cccc3c(N)ccc(c23)C1=O	3%	-21%	?
64	CCOC(=O)C1CCN(Cc2cccc(OCc3ccccc3)c2)CC1	-16%	-4%	-18%
65	O=C(Nc1c2c(nn1-c1ccccc1)CS(=O)(=O)C2)c1cccs1	17%	6%	-9%
66	Cc1ccccc1-n1nc2c(c1NC(=O)COc1ccc(Cl)cc1)CS(=O)C2 (centres undefined)	-21%	-21%	-6%
67	CC(C)NS(=O)(=O)c1cc(C(F)(F)F)ccc1/C=C/C(=O)O	?	?	.
68	Cc1ccc(S(=O)(=O)N2CCCC2C(=O)NCc2ccc3c(c2)OCO3)cc1 (centres undefined)	-1%	?	-22%
69	COc1ccc(NC(=O)C2COc3ccccc3O2)cc1 (centres undefined)	-2%	-6%	1%
70	Cc1ccc(C(=O)c2oc3nc(C)cc(C)c3c2N)cc1	-17%	?	-10%
71	Clc1ccc(/C=C/c2ccnc3ccccc23)c(Cl)c1	5.6µM*	3.5µM*	.
72	Cc1cc(C)nc(Sc2c(C)nn(-c3ccccc3)c2C)n1	?	21µM*	-4%
73	COc1ccc2c3n([n+]([O-])c2c1)CCN=C3c1cc(Cl)c(N)c(Cl)c1	?	?	-6%
74	CC(C)c1ccc(C(=O)Nc2ccc(-c3nc4ccccc4s3)c(Cl)c2)cc1	6.5µM*	7.3µM*	8%
75	Cn1cnnc1SCC(=O)Nc1cc(C(=O)O)cc(C(=O)O)c1	-16%	0%	-1%

Some of these compounds in order of number of heavy atoms, lowest first:
no.	Molecule	TDP1 cell CPT	DT40 TDP1 no CPT	KAT2A inh
59	CN(C)S(=O)(=O)N1CCc2ccccc21	-3%	5%	-7%
71	Clc1ccc(/C=C/c2ccnc3ccccc23)c(Cl)c1	5.6µM*	3.5µM*	.
58	COc1ccc(NC(=O)NN2CCN(C)CC2)c(OC)c1	2%	22%	-2%
67	CC(C)NS(=O)(=O)c1cc(C(F)(F)F)ccc1/C=C/C(=O)O	?	?	.
55	Brc1ccc(-c2nnc3n2C2(CCCC2)Cc2ccccc2-3)o1	?	?	1%
65	O=C(Nc1c2c(nn1-c1ccccc1)CS(=O)(=O)C2)c1cccs1	17%	6%	-9%
73	COc1ccc2c3n([n+]([O-])c2c1)CCN=C3c1cc(Cl)c(N)c(Cl)c1	?	?	-6%
64	CCOC(=O)C1CCN(Cc2cccc(OCc3ccccc3)c2)CC1	-16%	-4%	-18%
74	CC(C)c1ccc(C(=O)Nc2ccc(-c3nc4ccccc4s3)c(Cl)c2)cc1	6.5µM*	7.3µM*	8%
60	CCC(COC)NC(=O)c1cnn(-c2ncc3c(n2)-c2ccccc2CC3)c1C (centres undefined)	-3%[9.04 µM]	?	.
56	CCOC(=O)C1CN(S(=O)(=O)c2ccc(C)cc2)c2cc(S(=O)(=O)CC)ccc2O1 (centres undefined)	-3%	-3%	-5%
52	O=C(CN1CCC(C(=O)c2ccc3c(c2)OCCO3)CC1)Nc1ccccc1C(F)(F)F	?	?	-10%
57	COCCn1c(=O)[nH]c2cc(C(=O)N3CCN(Cc4ccc5c(c4)OCO5)CC3)ccc2c1=O	-30%	-2%	.

(further entries)
no.	Molecule	TDP1 cell CPT	DT40 TDP1 no CPT	KAT2A inh
76	CCN1CCN(CCNC(=O)c2cn(C(C)c3ccccc3F)nn2)CC1 (centres undefined)	3%	-2%	-29%
77	COc1ccc2c(c1)c1c(c(=O)n(-c3ccc(F)c(Cl)c3)c(=O)n1Cc1cccc(C)c1)n2C	?	?	-7%
78	Cc1ccc(CNC(=O)c2ccc(NS(=O)(=O)c3c(C)noc3C)cc2)cc1	-8%	-11%	-17%
79	CCCCC1CCC(c2ccc(C(N)=O)cc2)CC1 (centres undefined)	-1%	2%	-7%
80	Cn1c(SCC(=O)NC2(C#N)CCCCC2)nnc1-c1cccnc1	-6%	-14%	-2%
81	CCOc1ccc(Br)cc1C1C(C(=O)Nc2ccccc2OC)=C(C)Nc2nnnn21 (centres undefined)	-30%	-14%	-4%
82	CS(=O)(=O)N(CC(=O)NCCSC1CCCCC1)c1ccccc1	-14%	?	0%
83	Cc1cccc(C)c1NC(=O)C(C)N (centres undefined)	-17%[21.1 µM]	-8%[21.1 µM]	-4%
84	CCO[C@@H]1OC(C(=O)O)=C[C@H](c2cn(C(C)=O)c3ccccc23)[C@H]1CCCO	-11%	8%	.
85	COc1ccc(CCNC(=O)c2cccc(NC(=O)CC3SC(N4CCCCC4)=NC3=O)c2)cc1OC (centres undefined)	?	?	1%
86	COc1ccccc1-n1c(CNC(=O)c2ccc(S(=O)(=O)N3CCCCC3)cc2)n[nH]c1=S	-6%	-4%	-2%
87	COc1ccc(OCCN2CCOCC2)cc1	6%	5%	-2%
88	COc1ccccc1CNC(=S)Nc1ccc(F)cc1	3%	5.2µM*	-9%
89	O=C(NCc1ccc2[nH]c3c(c2c1)CCCC3)c1ccc(S(=O)(=O)N2CCOCC2)cc1	-23%	?	-7%
90	Cn1ncc(C(=O)N=S(C)(=O)c2ccccc2)c1[N+](=O)[O-] (centres undefined)	-12%	-3%	-1%
91	O=C(NCCCN1CCOCC1)c1ccc(CNS(=O)(=O)c2ccc(F)cc2)cc1	-22%	-30%	-6%

Source: PubChem (National Center for Advancing Translational Sciences (NCATS))
